Source: PubChem BioAssay (several laboratories)
MgcRacGAP inhibition = MgcRacGAP GTPase-activating activity inhibitors, confirmation, biochemical, ADP Hunter fluorescence; MgcRacGAP-stimulated Rac1 GTP hydrolysis, ADP Hunter fluorescence; higher % means a stronger effect; GST-tagged Rac1 F28L mutant substrate; inhibition, % at 30 µM, or IC50 in µM where a hit was titrated; actives 0.6% (n = 340,000);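 active means first-screen hits whose inhibition reached a set limit at any dose in the follow-up dose series; inconclusive means inhibition above the set first-screen limit but never retested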;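 further: fluorescence reports GDP produced by GAP-driven GTP hydrolysis; strong numbers were not always called active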
NTR1 ag = NTR1-driven beta-arrestin-GFP spot formation – imaging, U2OS cells, high content, primary screen (AID 493036). P30989. agonist mode. activation, % at 20 µM. actives 0.17% (n = 330,000);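 active means activation at or above 40% of the spot to cytoplasm intensity ratio, with at least 20 cells analyzed; inconclusive means wells under 20 cells, flagged as cytotoxic or low count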;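 further: 0% = DMSO without peptide and 100% = 100 nM NTR1 peptide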
Target sequence (P30989 whole entry, looked up): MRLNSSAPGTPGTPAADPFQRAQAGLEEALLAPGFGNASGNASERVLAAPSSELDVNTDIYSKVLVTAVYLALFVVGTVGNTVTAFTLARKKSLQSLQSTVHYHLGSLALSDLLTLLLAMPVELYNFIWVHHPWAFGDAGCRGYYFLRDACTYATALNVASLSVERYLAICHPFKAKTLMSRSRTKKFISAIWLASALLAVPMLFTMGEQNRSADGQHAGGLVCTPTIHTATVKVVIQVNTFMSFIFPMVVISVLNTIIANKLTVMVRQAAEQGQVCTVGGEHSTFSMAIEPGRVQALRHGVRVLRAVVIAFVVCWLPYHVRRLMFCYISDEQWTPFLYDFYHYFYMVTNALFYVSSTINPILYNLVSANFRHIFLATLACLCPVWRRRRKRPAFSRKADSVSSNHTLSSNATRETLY
GPR55 LPI antagonism = GPR55 antagonists blocking LPI-driven arrestin recruitment, primary screen, imaging, U2OS, beta-arrestin-GFP, LPI agonist (AID 2013). actives 0.13% (n = 290,000). inhibition, % at 10 µM; hits with a dose series show IC50 in µM. U2OS GPR55 beta-arrestin-GFP translocation imaging, LPI antagonism; higher % means a stronger effect;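 active means spots per cell inhibited over 60%, with over 100 cells counted and total cytoplasm intensity under 500,000; inconclusive means wells with under 100 cells, flagged as likely toxic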;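 further: U2OS cells stably carrying GPR55 and arrestin-GFP stimulated by 5 µM LPI near EC80; imaged beta-arrestin-GFP aggregate spots per cell after agonist stimulation; plate controls were LPI-stimulated DMSO wells for no effect and DMSO wells without LPI for full effect; some results filed as inactive read as strong as hits; confirmed hits need IC50 under 10 µM and bright autofluorescent wells are also inconclusive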
LYP phosphatase = inhibitors of LYP phosphatase, biochemical, fluorescence intensity, uHTS (AID 1779). recombinant LYP phosphatase, fluorescence intensity; higher % means a stronger effect. inhibition, % at 11.5 µM, or IC50 in µM where a hit was titrated. actives 0.054% (n = 290,000); in the data active means inhibition above about 50%;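 further: plate controls were vehicle with enzyme for no effect and no enzyme for full effect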
Myeloid diff MLP = compounds promoting myeloid differentiation | actives 1% (n = 360,000) | ER-HoxA9 myeloid progenitors, lysozyme-GFP differentiation, flow cytometry | calls only at 10 µM;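 active means normalized GFP-positive differentiation at or above the plate's own cutoff, the solvent-only control mean plus 3 SD; inconclusive means no clear call, values can overlap the other calls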;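 further: cells exposed to compound for four days before flow analysis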
Salmonella PhoP GFP = inhibitors of PhoP regulon expression, primary screen, Salmonella Typhimurium, GFP reporter (AID 1863); S. Typhimurium PhoP-regulated promoter GFP reporter, 4 h; higher % means a stronger effect; one-dose inhibition, % at 50 µM; IC50 in µM for titrated hits; actives 0.16% (n = 300,000);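 active means inhibition over 29.93%, a cutoff 3 SD above the screen mean, later confirmed by dose response; inconclusive means inhibition over 29.93% but no dose response follow-up; inactive means inhibition at most 29.93% or unconfirmed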;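 further: 0% = low Mg2+ inducing control and 100% = high Mg2+ repressing control; strong numbers were not always called active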
HIV fusion peptide = inhibitors of HIV fusion peptide binding, primary screen, biochemical, uHTS, fluorescence dequenching (AID 1986). cell-free peptide binding, fluorescence dequenching, 30 min; higher % means a stronger effect. one-dose inhibition, % at 20 µM; IC50 in µM for titrated hits. actives 0.3% (n = 290,000); in the data active means inhibition mostly above about 52%, no sharp cut-off; inactive means mostly below about 76%; further: some results filed as inactive read as strong as hits
SIAH1 antagonists = Siah-1 peptide-binding antagonists, primary screen, biochemical, fluorescence polarization, rhodamine-plectin, uHTS (AID 1817). Siah-1 / rhodamine-plectin peptide fluorescence polarization; higher % means a stronger effect. actives 0.02% (n = 290,000). displacement, % at 20 µM, or IC50 in µM where a hit was titrated;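 active means displacement of at least 50% at 20 µM, with a fluorescence ratio check between 0.3 and a set limit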;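 further: plate controls were Siah plus tracer with DMSO for no effect and tracer alone without Siah for full effect; strong numbers were not always called active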
GPR35 arrestin U2OS = inhibition of zaprinast-stimulated GPR35 beta-arrestin translocation – imaging, U2OS, beta-arrestin-GFP, zaprinast agonist, primary screen (AID 2058); U2OS GPR35 beta-arrestin-GFP translocation imaging, zaprinast antagonism; higher % means a stronger effect; inhibition, % at 10 µM, or IC50 in µM where a hit was titrated; actives 0.052% (n = 290,000);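 active means inhibition of at least 50% with at least 30 cells and total cytoplasm GFP at most 10,000,000; inconclusive means under 30 cells or total GFP of 10,000,000 plus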
NTR1 ag cell count 20 µM = further read-out of NTR1 ag, marked with its call; cell count; measured here: cell count, cytotoxicity flag
Myeloid diff MLP GFP+ MAC1+ % = further read-out of Myeloid diff MLP, marked with its call; GFP+ MAC1+ double positive, %; measured here: differentiation confirmed by MAC1 staining
Starred values were filed as active, the others as inactive; i = inactive; ? = inconclusive; nt = not tested or not shown; + = active, no number. This is a random part of the collection; any-hit rate near 2.4%.

SMILES | MgcRacGAP inhibition | NTR1 ag | NTR1 ag cell count 20 µM | GPR55 LPI antagonism | LYP phosphatase | Myeloid diff MLP | Myeloid diff MLP GFP+ MAC1+ % | Salmonella PhoP GFP | HIV fusion peptide | SIAH1 antagonists | GPR35 arrestin U2OS
O=C(O)CCC(=O)Nc1ccc2c(c1)oc1ccccc12 | 4.0% | 1.9 | 78 | -6.8% | 2.2% | i | 7.1 | -10.1% | 7.6% | -3.0% | -14.2%
c1cc(-c2nnn(CCOCCn3nnc(-c4ccncc4)n3)n2)ccn1 | 11.6% | -0.8 | 76 | 6.1% | -5.7% | i | 0.6 | -5.1% | -0.9% | 0.0% | 23.3%
Cc1nn(C(C)C(=O)NC2CCC(C)CC2)c(=O)c2nn(-c3ccccc3)c(C)c12 (configuration not stated) | 2.7% | 1.0 | 57 | 11.5% | -7.8% | i | 1.9 | -1.7% | 0.5% | 3.4% | -13.2%
COc1ccc(C(=O)NC2CCc3ccccc32)cc1OC1CCN(C(C)=O)CC1 (configuration not stated) | 5.9% | -0.1 | 54 | 6.0% | -7.2% | i | 3.4 | -1.9% | 2.2% | 8.9% | 14.5%
CC(=O)NC(=S)Nc1ccc(NC(=S)NC(=O)/C=C/c2ccco2)cc1 | 14.1% | -1.1 | 55 | 7.6% | -2.8% | i | 0.8 | nt | 7.4% | 62.7% | -5.4%
FC(F)Sc1nc(-c2ccccc2)c(-c2ccccc2)n1C(F)F | 6.9% | 7.7 | 55 | -0.3% | -0.8% | i | 0.6 | -1.0% | -0.2% | -0.1% | 8.2%
O=C(/C=C/c1ccc(O)cc1)c1ccccc1 | ? | 3.7 | 56 | -3.1% | -1.2% | i | 0.2 | 12.1% | -1.0% | 6.1% | -5.6%
CCOC(=O)c1cccnc1SCC(=O)Nc1ccc(C)cc1 | -0.4% | 0.0 | 61 | 10.1% | -4.7% | i | 1.1 | -7.2% | -2.2% | 8.9% | 4.8%
COc1ccc(CC(=O)n2nc(-c3ccc(Cl)cc3)nc2NCc2ccco2)cc1 | 1.9% | 5.2 | 81 | -1.1% | 4.7% | i | 2.4 | -3.3% | -3.0% | 7.9% | 0.9%
Cc1nc(N2CCOCC2)[nH]c(=O)c1[N+](=O)[O-] | 8.4% | -0.4 | 47 | -10.0% | -3.1% | i | 0.2 | -6.0% | -2.0% | 5.2% | -9.6%
COc1ccc(C(c2c(O)cc(C)oc2=O)c2c(O)cc(C)oc2=O)cc1 | 4.2% | 3.5 | 58 | 12.3% | -0.3% | i | 6.8 | -9.0% | 0.5% | 10.2% | -1.2%
O=c1cnn(Cc2c(Cl)cccc2Cl)c2ccccc12 | 7.1% | -1.2 | 65 | 0.2% | -12.0% | + | 4.9* | 0.1% | -0.3% | 2.4% | 6.5%
COc1ccc(C2=NN(S(C)(=O)=O)C(c3ccc4nccnc4c3)C2)cc1 (configuration not stated) | 7.2% | -1.6 | 60 | 5.4% | -8.7% | i | 1.3 | -3.6% | 0.2% | 2.0% | -15.2%
COc1ccc(CN(C)C(=O)Cc2ccsc2)c(OC)c1OC | 9.1% | 0.0 | 56 | 3.9% | 5.1% | i | 2.5 | -8.8% | -0.2% | -0.5% | -2.2%
COC(=O)CCc1ccc(O)cc1 | 19.3% | -0.6 | 94 | -0.2% | -13.2% | i | 2.8 | 10.2% | 1.4% | 4.3% | -14.7%
COc1ccc(C(C(=O)NCC2CCCO2)N(C(=O)CNC(=O)c2ccco2)c2cc(C)cc(C)c2)cc1OC (configuration not stated) | 5.5% | 0.4 | 55 | -5.1% | -9.9% | i | 0.0 | -4.3% | 0.9% | -0.6% | 4.7%
CC1CC(C)(C)CC2(C1)NC(=S)N(c1ccccc1)N2 (configuration not stated) | 5.7% | 1.1 | 55 | 18.1% | -2.4% | i | 0.9 | -9.2% | 3.2% | 1.0% | 16.0%
COC(=O)c1cc(C#N)c(N2CC(C)OC(C)C2)nc1C (configuration not stated) | 3.0% | 0.5 | 40 | -2.2% | -7.9% | i | 0.0 | 1.2% | 0.1% | -3.0% | -2.2%
CCCc1[nH][nH]c(=O)c1C(c1cccc(Cl)c1)C(C#N)C#N (configuration not stated) | 7.0% | 11.3 | 95 | 2.6% | -7.1% | i | 1.1 | 10.7% | -2.2% | 0.3% | 8.9%
O=C(c1cnccn1)N(Cc1ccco1)C1(C(=O)NC2CCCC2)CCCCC1 | 10.9% | -0.3 | 84 | 13.6% | -1.3% | i | 0.0 | -9.9% | -1.2% | 0.4% | -20.7%
Cc1ccc(NC(=O)c2cc(-c3cc(C)c(C)cc3O)n[nH]2)cc1C | 13.3% | -1.2 | 101 | 11.4% | -4.2% | i | 0.3 | -6.5% | -2.1% | 0.5% | -7.4%
Cc1cccc(C(=O)NC(=S)NCc2cccnc2)c1 | 0.8% | 1.7 | 62 | 5.1% | 4.5% | i | 0.4 | -4.4% | 1.5% | -2.1% | 3.4%
O=C(NCCCCC(NC(=O)C1CCCCC1)C(=O)O)c1ccccc1 (configuration not stated) | 11.4% | -2.0 | 86 | 3.0% | -7.5% | i | 5.1 | 1.7% | 1.4% | 3.6% | -6.8%
CN(C)c1ccc(/C=C2\N=C(C(C)(C)C)OC2=O)cc1 | 6.1% | 1.3 | 53 | -3.5% | -9.9% | i | 0.5 | -6.2% | 28.5% | 4.5% | 14.2%
CCOC(=O)Cn1c(CN2CCc3ccccc3C2)nc2c1c(=O)n(C)c(=O)n2C | 5.2% | 9.4 | 75 | 11.8% | -1.9% | i | 2.2 | -2.3% | 1.9% | 15.1% | -4.8%
CCOC(=O)Cc1csc(NC(=O)c2cccnc2)n1 | 6.3% | -0.2 | 88 | -1.3% | -2.0% | i | 6.6 | -5.2% | 1.1% | 0.8% | -0.7%
O=C(NCc1csc2ccc(Cl)cc12)Nc1ccccc1 | 10.4% | 2.3 | 62 | 3.4% | -9.8% | i | 0.2 | -8.2% | -0.9% | 14.1% | 5.6%
COc1ccc(/C=N/N2CCN(c3ccccc3OC)CC2)cc1OC | 1.5% | 0.2 | 76 | 4.6% | 0.0% | i | 1.1 | -1.4% | -2.0% | -1.1% | 28.2%
CCCCCN(C(=O)CN(C)Cc1ccc(OC)cc1OC)c1c(N)n(CCCC)c(=O)[nH]c1=O | 14.0% | 0.3 | 24 | -0.7% | -9.9% | i | 0.6 | 0.1% | -2.2% | 4.8% | -2.2%
COc1cccc(CNc2nc3ccccc3n2C)c1O | 4.8% | -0.5 | 61 | 3.0% | -8.7% | i | 0.3 | 1.1% | -1.6% | 4.0% | 5.4%
COc1nc(-c2cccs2)cc(-c2ccc(C)cc2)c1C#N | 2.2% | 3.7 | 67 | 12.2% | -8.3% | ? | nt | 0.4% | 3.2% | 1.6% | 3.9%
CC1=C/C(=N\NC(=O)c2ccccc2)CC1 | 0.1% | 0.5 | 83 | -0.3% | -1.5% | i | 0.3 | -0.8% | -0.5% | 1.3% | 1.4%
CN(CC(=O)Nc1ccccc1C(=O)N1CCCC1)S(=O)(=O)c1ccc(Cl)cc1 | 1.9% | -0.8 | 83 | 10.0% | -4.2% | i | 0.7 | 12.9% | -0.5% | 0.4% | 4.0%
CC(C)N(C(=O)CSc1ncnc2sc(-c3ccccc3)cc12)C(C)C | 13.0% | 1.5 | 56 | -4.0% | 8.6% | i | 0.4 | -10.2% | 0.3% | -3.6% | 3.3%
Cc1cc(CN2C(=O)c3ccccc3C2=O)on1 | 8.0% | -1.8 | 79 | 16.4% | -4.5% | i | 0.4 | 3.3% | 0.5% | 4.7% | -9.4%
Cc1ccc(CN2CCN(Cc3cccn3-c3ccccn3)CC2CCO)cc1 (configuration not stated) | 3.3% | 0.7 | 97 | 13.1% | 1.4% | i | 0.1 | -8.0% | -1.2% | 1.2% | 1.4%
CC(/C=C1\SC(=O)N(CCCC(=O)O)C1=O)=C\c1ccccc1 | 8.5% | nt | nt | 3.3% | 0.8% | i | 0.1 | 5.5% | 2.5% | 0.2% | -14.5%
CC(=O)c1ccc(N2C(=O)[C@@H]3C(C(=O)CCN4C(=O)c5ccccc5C4=O)=NN[C@@H]3C2=O)cc1 | 8.0% | 0.5 | 54 | 4.6% | -1.5% | i | 0.8 | -1.6% | 4.2% | -7.2% | 6.8%
S=C(NCCN(C1CCCCC1)C1CCCC1)Nc1cccc(Cl)c1 | 11.1% | 26.9 | 84 | 1.0% | -8.3% | + | 2.2* | -3.7% | 1.3% | 2.8% | -17.0%
O=C(Nc1ccccc1-c1ccccc1)c1ccc(Br)o1 | -5.5% | -0.4 | 76 | 6.1% | -6.6% | i | 0.9 | 1.5% | -0.6% | -4.7% | -2.8%
O=C(Nc1ccc(OC(F)(F)F)cc1)Nc1cccnc1 | -2.0% | 1.6 | 51 | 9.1% | 3.3% | i | 0.5 | 7.6% | 0.5% | 0.8% | -4.9%
CCc1ccccc1N(C(C)=O)c1nc(CCl)cs1 | 1.3% | 2.7 | 50 | 11.1% | -6.0% | i | 0.0 | 3.3% | -0.1% | 6.8% | -4.7%
CCOc1ccc(NC(=O)CSc2nnc(Cc3csc(C)n3)o2)cc1 | 7.2% | -1.0 | 51 | 20.4% | -6.3% | i | 1.0 | 8.5% | -0.7% | -4.1% | 7.2%
CCOc1ccccc1N1C(=O)CN(Cc2ccc(OC)c(OC)c2)C1=S | 4.8% | -1.2 | 77 | 4.6% | -3.4% | i | 0.3 | -4.3% | -0.2% | -1.9% | -0.1%
Fc1cccc(Cl)c1CNc1ccc(N2CCCC2)cc1 | 19.7% | 1.3 | 73 | -3.3% | -4.9% | i | 0.5 | 1.1% | -3.7% | 4.1% | 3.5%
Cc1ccc(CCNC(=O)C2=CCN(S(=O)(=O)c3ccccc3)CC2)cc1 | 14.0% | 1.0 | 59 | 7.8% | -9.4% | i | 2.6 | -6.5% | -0.5% | 12.5% | -8.9%
